# High-throughput results deposited in PubChem by National Center for Advancing Translational Sciences (NCATS).
# Tb PYK inh: T. brucei pyruvate kinase inhibition. 410,000 compounds, 0.12% hits. Potency, µM (doses to about 76.8 µM), inactives show at the top dose activity, negative = inhibition, actives largely listed as inhibitors. TbPYK enzyme, Kinase-Glo Plus ATP luminescence, 45 min. Q57TT1; also: potency is read from the fitted curve at half-maximal effect; nearly all actives have a fitted effect of over 50% in size
#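 ADP (130 uM final) triggers the TbPYK reaction after compound addition; incubation is 45 min at room temperature. Kinase-Glo Plus is then added and luminescence imaged. Normalized data are fitted to concentration-effect curves.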
# AmpC inh no detg: inhibitors of E. coli AmpC beta-lactamase without detergent. P00811. Potency, µM (highest dose often 57.1 µM), without a hit: at the highest dose activity change, negative = inhibition, actives largely listed as inhibitors. AmpC nitrocefin hydrolysis, absorbance 480 nm, 0.0001% Triton. 330,000 compounds, 0.52% hits. AID 485341;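 also: potency is read from the fitted curve at half-maximal effect; plate controls were no compound for no effect and no enzyme for full effect; nearly all actives have a fitted effect of over 20% in size; some results filed as inactive show a strong effect at the top dose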
# Target sequence (P00811 whole entry, looked up): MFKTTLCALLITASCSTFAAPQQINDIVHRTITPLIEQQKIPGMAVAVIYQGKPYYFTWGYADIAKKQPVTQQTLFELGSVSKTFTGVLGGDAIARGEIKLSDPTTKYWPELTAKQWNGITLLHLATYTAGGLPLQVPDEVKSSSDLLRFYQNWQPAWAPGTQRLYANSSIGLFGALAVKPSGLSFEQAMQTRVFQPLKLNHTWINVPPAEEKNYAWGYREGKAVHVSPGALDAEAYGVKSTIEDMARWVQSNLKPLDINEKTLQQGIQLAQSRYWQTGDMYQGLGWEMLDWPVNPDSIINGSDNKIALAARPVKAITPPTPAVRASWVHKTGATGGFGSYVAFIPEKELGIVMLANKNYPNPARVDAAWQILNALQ
#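 20 mM phosphate pH 7.0 + 0.01% (detergent screen) or 0.0001% Triton X-100; 5.3 nM AmpC reagent; cpd preinc 15 min RT; nitrocefin (800 uM stock) to start; A480 q20 s × 4 min; Activity was normalised to no-enzyme and no-compound control wells.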
# Sm TGR block: S. mansoni TGR enzyme inhibition | Q962Y6 | purified TGR, DTNB reduction, TNB absorbance 405 nm | Potency, µM (titrated, usually from 114 µM), inactives show at the highest dose activity change, negative = inhibition, most hits filed as inhibitors | 360,000 compounds, 3% hits; also: potency is read from the fitted curve at half-maximal effect; nearly all actives have a fitted effect of over 60% in size
#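 Kinetic colorimetric format: TGR-catalysed, NADPH-driven DTNB reduction monitored via TNB absorbance. Enzyme dispensed at 20 nM; compound exposure 15 min at room temperature before reaction start.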
# HCMV antiviral: human cytomegalovirus inhibition. HFF cells, HCMV-luciferase reporter, 72 h; stronger effect = lower value. activity change, negative = inhibition, % at 57.5 µM. 410,000 compounds, 4.5% hits. AID 1259415; in the data active = activity change below about -60%; inconclusive = no clear call, values can overlap the other calls; inactive = above about -39%
#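 Luciferase read-out from HCMV-luciferase-infected HFFs (MOI 1 PFU/cell) 72 h post infection at 37C; compounds added after 16 h cell attachment; activity normalized between buffer-only basal and Salinomycin (10uM) inhibitor controls.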
# AMA1 RON2 block: inhibitors of Plasmodium falciparum AMA1-RON2 interaction | AlphaScreen AMA1-biotinylated RON2 peptide binding | Potency, µM (doses to about 58.2 µM), for inactives: top-dose activity change, negative = inhibition, hits mostly inhibitors | 360,000 compounds, 0.2% hits | AID 720542;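 also: potency is read from the fitted curve at half-maximal effect; 0% = vehicle wells and -100% = peptide control; nearly all actives have a fitted effect of over 45% in size; some results filed as inactive show a strong effect at the top dose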
#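 AMA1 (3D7) with his tag at 25 nM final met compounds first, then biotinylated RON2 peptide at 25 nM; detection used donor plus acceptor beads, 10 µg/mL apiece, read by AlphaScreen after 30 min at room temperature.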
# LmPK inhibitor: blocks Leishmania mexicana pyruvate kinase activity; 290,000 compounds, 0.37% hits; Potency, µM (titrated, usually from 57.5 µM), inactives show at the highest dose activity change, negative = inhibition, most hits filed as inhibitors; AID 1721; purified LmPK, Kinase-Glo ATP luminescence, 1 h; also: potency is read from the fitted curve at half-maximal effect
# Target sequence (Q27686 whole entry, looked up): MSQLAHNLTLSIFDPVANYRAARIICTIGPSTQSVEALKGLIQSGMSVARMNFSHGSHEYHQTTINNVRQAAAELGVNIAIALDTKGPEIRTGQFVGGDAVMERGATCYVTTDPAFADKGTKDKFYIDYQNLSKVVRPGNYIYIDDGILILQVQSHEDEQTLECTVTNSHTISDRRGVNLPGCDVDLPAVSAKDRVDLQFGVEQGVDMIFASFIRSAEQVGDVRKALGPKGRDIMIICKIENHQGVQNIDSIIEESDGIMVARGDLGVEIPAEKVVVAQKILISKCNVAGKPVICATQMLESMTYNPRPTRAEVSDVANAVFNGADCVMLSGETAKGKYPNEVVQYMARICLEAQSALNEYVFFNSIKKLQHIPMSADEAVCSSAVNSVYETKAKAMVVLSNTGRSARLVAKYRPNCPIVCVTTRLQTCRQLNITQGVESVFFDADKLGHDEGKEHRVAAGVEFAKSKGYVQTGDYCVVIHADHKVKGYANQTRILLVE
#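 Pyruvate kinase activity monitored as ATP production (luciferase luminescence). Conditions: 0.1 nM enzyme, 0.5 mM PEP, 0.1 mM ADP, 1 h, RT; normalized against uninhibited and no-enzyme wells.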
# AmpC inh detg: blocks E. coli AmpC beta-lactamase in detergent assay; P00811; AmpC hydrolysis of nitrocefin, absorbance 480 nm, 0.01% Triton; Potency, µM (doses to about 114 µM), for inactives: top-dose activity change, negative = inhibition, most hits filed as inhibitors; 370,000 compounds, 0.041% hits; AID 485294;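 also: potency is read from the fitted curve at half-maximal effect; 0% = no-compound wells and -100% = no-enzyme wells; nearly all actives have a fitted effect of over 25% in size; some results filed as inactive show a strong effect at the top dose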
#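 20 mM phosphate pH 7.0 + 0.01% (detergent screen) or 0.0001% Triton X-100; 5.3 nM AmpC reagent; cpd preinc 15 min RT; nitrocefin (800 uM stock) to start; A480 q20 s × 4 min; Activity was normalised to no-enzyme and no-compound control wells.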
# The depositor's hits bear a star; u = inconclusive; x = no result given; & = joins results of further samples; [ ] = remark or other dose. Unless noted, calls follow the shape of the dose curve; as a rule, active = well fitted curve in the direction sought with a large enough effect; inconclusive = small, poorly fitted or top-dose-only effect, or another doubt; inactive = no such curve, though single readings can be large; an effect the other way counts as inactive or inconclusive. Unless noted, % is scaled to controls: 0 for no effect and ±100 for the full control effect.
(1) Cc1ccc(C2CC(=O)Oc3cc(C)cc(C)c32)cc1 (stereo not given)
(2) O=C(COC(=O)c1ccc(S(=O)(=O)N2CCCC2)cc1)Nc1ccc(Cl)cc1
(3) Cc1nnc2sc(SCC(=O)Nc3ccc(Br)cc3)nn2c1=O
(4) Cn1nc(-c2ccc(C(=O)Nc3cccc(C(F)(F)F)c3)cc2)c2ccccc2c1=O
(5) CCn1nnnc1SCC(=O)c1ccc(C)cc1C
(6) NC(=O)C1CC(=O)N(c2ccc(OCc3ccc([N+](=O)[O-])cc3)cc2)C1 (stereo not given)
Assay by compound | 1 | 2 | 3 | 4 | 5 | 6
Tb PYK inh | -8% | -3% | -4% | -6% | -11% | -1%
AmpC inh no detg | -21% | -34% | -24% | x | -11% | 2%
Sm TGR block | x | -3% | 0% | -10% | -10% | -1%
HCMV antiviral | -11 | -21 | -15 | -13 | -3 | 65
AMA1 RON2 block | 8% | -8% | 80%[activator] | x | 4% | -2%
LmPK inhibitor | x | x | 9% | x | -12% | 1%
AmpC inh detg | x | -11% | 1% | 23% | -1% | -11%

(7) O=C(c1ccoc1)N1CCCC(N2CCN(c3cccc(C(F)(F)F)c3)CC2)C1 (stereo not given)
(8) CCc1cc2c(N[C@@H](Cc3ccccc3)C(=O)O)ncnc2s1
(9) N=c1c(S(=O)(=O)c2ccc(Cl)cc2)cc2c(=O)n3ccccc3nc2n1CC1CCCO1 (stereo not given)
(10) N#Cc1ccc(Oc2cccc3cccnc23)c([N+](=O)[O-])c1
(11) OCCN1CCN(C(=S)Nc2ccc(SC(F)F)cc2)CC1
(12) COc1ccc(C(=O)N2CCOC2CNC(=O)C(=O)NCc2ccc(F)cc2)cc1 (stereo not given)
Assay by compound | 7 | 8 | 9 | 10 | 11 | 12
Tb PYK inh | 6% | 13% | 1% | 3% | 3% | 0%
AmpC inh no detg | 113%[activator] | -11% | -8% | -7% | -14% | 4%
Sm TGR block | -23% | 2% | -2% | 0% | -5% | 1%
HCMV antiviral | -28 | -15 | x | u | -1 | -18
AMA1 RON2 block | -14% | 18% | 0% | 7% | 14% | 5%
LmPK inhibitor | 1% | -10% | 6% | -1% | 5% | 0%
AmpC inh detg | 0% | -5% | -2% | u | 0% | u

(13) COc1nc(N=C(N)N)nc2c(C)cccc12
(14) O=C(NC1CCCCCC1)C1CCN(S(=O)(=O)c2cnc[nH]2)CC1
(15) CC(OC(=O)c1ccco1)C(=O)NC1CCCCC1 (stereo not given)
(16) CC(=O)N(C)c1ccc(NC(=O)c2cnn(C)c2)cc1
(17) Cc1oc(-c2ccc(Cl)cc2)nc1CS(=O)CC(=O)NCCCN1CC(C)CC(C)C1 (stereo not given)
(18) CC(C)NC(=O)N(C)C[C@H]1Oc2ccc(NC(=O)CCN3CCOCC3)cc2C(=O)N([C@H](C)CO)C[C@@H]1C
Assay by compound | 13 | 14 | 15 | 16 | 17 | 18
Tb PYK inh | 5% | 5% | -7% | -13% | 1% | 3%
AmpC inh no detg | -30% | -10% | -7% | -23% | 73%[activator] | 40%
Sm TGR block | -6% | 2% | -19% | -2% | -31% | x
HCMV antiviral | 54 | -24 | 34 | -36 | -4 | -5
AMA1 RON2 block | 11% | -5% | -1% | 5% | -2% | -2%
LmPK inhibitor | -2% | 2% | -3% | -5% | -3% | x
AmpC inh detg | -11% | -4% | -9% | 3% | 2% | x

(19) CC(NC(=O)c1cc(-c2ccccn2)nc2ccc(Cl)cc12)C1CCCO1 (stereo not given)
(20) Cc1nonc1NC(=O)CSc1ccccn1
(21) Cc1cc(=O)oc2ccc(OC(C)C(=O)O)cc12 (stereo not given)
(22) O=C(O)/C=C/C(=O)Nc1ccccc1C(=O)Nc1ccccc1
(23) Cc1ccc2c(N)c(C#N)sc2n1
(24) O=C(Nc1ccc(N2CCOCC2)cc1)C1CCCN(S(=O)(=O)c2ccccc2)C1 (stereo not given)
Assay by compound | 19 | 20 | 21 | 22 | 23 | 24
Tb PYK inh | -9% | 10% | -9% | u | -2% | -9%
AmpC inh no detg | 100%[activator] | -9% | -21% | -27% | -13% | -16%
Sm TGR block | -34% | -2% | -2% | 35µM* | 9% | -29%
HCMV antiviral | 10 | 5 | u | 5 | 11 | 65
AMA1 RON2 block | -10% | 13% | 6% | 0% | -14% | -13%
LmPK inhibitor | -8% | 3% | 1% | -2% | -2% | 4%
AmpC inh detg | 1% | -12% | -14% | -7% | u | -15%

# Molecules listed so far containing a CF3 group:
(4) Cn1nc(-c2ccc(C(=O)Nc3cccc(C(F)(F)F)c3)cc2)c2ccccc2c1=O
(7) O=C(c1ccoc1)N1CCCC(N2CCN(c3cccc(C(F)(F)F)c3)CC2)C1 (stereo not given)
Assay by compound | 4 | 7
Tb PYK inh | -6% | 6%
AmpC inh no detg | x | 113%[activator]
Sm TGR block | -10% | -23%
HCMV antiviral | -13 | -28
AMA1 RON2 block | x | -14%
LmPK inhibitor | x | 1%
AmpC inh detg | 23% | 0%

# Next section.
# The line under a structure holds: Tb PYK inh, AmpC inh no detg, Sm TGR block, HCMV antiviral, AMA1 RON2 block, LmPK inhibitor, AmpC inh detg
25: Cc1cc(C(=O)CN2C(=O)NC(CC(C)C)C2=O)c(C)n1-c1ccccc1F (stereo not given)
    4%, 54%, -4%, -10, -4%, 6%, 3%
26: Nc1[nH]c(=O)[nH]c(=O)c1N=Nc1cccc(Cl)c1
    1%, 0%, 1%, -30, 0%, 4%, -3%
27: CCN1C(=O)[C@@H]2[C@@H](c3ccc(-c4ccccc4)cc3)N3CCC[C@@]3(C(=O)OC)[C@@H]2C1=O
    -4%, 178%[activator], x, 0, -7%, x, x
28: COc1ccc(OC)c(NC(=O)c2cc3n(n2)C(C(F)(F)F)CC(c2ccc4c(c2)OCO4)N3)c1 (stereo not given)
    1%, -34%, 6%, -29, -15%, 0%, -2%
29: O=C(CN1CCN(c2ccc(F)cc2)CC1)c1cccs1
    -6%, -21%, 14µM*, 57, -6%, 0%, 5%
30: O=C(Cc1ccc(Cl)cc1)N/N=C/c1cccc(O)c1
    -3%, -24%, 5%, -32, -2%, 2%, -4%
31: O=C(O)c1ccc(NC(=S)NC(=O)C(c2ccccc2)c2ccccc2)cc1
    8%, -32%, u, 44, 29%, 4%, 3%
32: CCN(CC)S(=O)(=O)c1ccc2oc(SCC(=O)Nc3cc(C)on3)nc2c1
    -14%, -11%, 5%, u, 35%[activator], x, -5%
33: CN(C)S(=O)(=O)c1cccc(NC(=O)CO/N=C(\N)c2ccccc2)c1
    -5%, -17%, 10%, -2, -1%, x, -4%
34: CCN(CC)CCN=Cc1c(O)n(Cc2ccccc2)c(=O)[nH]c1=O
    -3%&1%, -5%&-3%, -17%&-8%, 28&-6, 28%&49%, 3%&5%, -7%&2%
35: CN(Cc1ccccc1)Cc1nc2c(c(=O)n(C)c(=O)n2C)n1Cc1ccc(Cl)cc1
    -2%, 8%, 2%, -17, 11%, 4%, u
36: Cc1c(O[C@@H]2O[C@H](CO)[C@@H](O)[C@H](O)[C@H]2O)ccc2c1oc(=O)c1ccccc12
    4%, 10%, 8%, -16, 8%, 0%, 2%
37: CCOC(=O)c1c(C)nc2sc3c(=O)n(-c4ccc(C(C)=O)cc4)nnc3c2c1-c1ccc(OC)cc1
    -5%, -15%, -1%, -13, -19%, 5%, -12%
38: O=C(O)c1ccc(CS(=O)(=O)Cc2ccccc2F)o1
    15%, -12%, -35%, 15, 4%, 1%, -4%
39: Cc1c(C(=O)N(C)C)sc(NC(=O)c2cccc([N+](=O)[O-])c2)c1C#N
    1%, -1%, 0%, 36, 16%, 0%, -13%

# The line under a structure holds: Tb PYK inh, AmpC inh no detg, Sm TGR block, HCMV antiviral, AMA1 RON2 block, LmPK inhibitor, AmpC inh detg
40: O=C(O)c1cc(-n2c(/C=C\c3ccc(F)cc3)nc3ccccc3c2=O)ccc1Cl
    0%, x, 8%, u, x, x, 7%
41: CCOc1ccc(NC2OC(CO)C(O)C(O)C2O)c([N+](=O)[O-])c1 (stereo not given)
    -7%, -21%, 3%, 25, -2%, -1%, 1%
42: CSCCC(NC(=O)c1cc(C(C)(C)C)oc1C)C(=O)O (stereo not given)
    -4%, -16%, -19%, -26, -2%, -5%, u
43: CN(C)CCCNC(=O)CC1C[C@H](C(=O)N2CCOCC2)[C@@]2(CCC3CCCC3)c3[nH]c4ccccc4c3CCN2C1=O (stereo not given in full)
    -1%, 125%[activator], x, -5, 0%, x, x
44: COc1ccc(-n2ccnc2SCC(=O)Nc2cc(C)on2)cc1
    -19%, -16%, -16%, -19, 16%, -6%, 9%
45: NC(=O)CSc1nnc(COc2ccccc2)n1N
    -1%, -14%, 4%, 86, 7%, -9%, -10%
46: Cc1ccc(S(=O)(=O)Nc2ccc(Cl)cn2)cc1
    2%, -21%, 4%, 20, 13%, 1%, -12%
47: Nc1cccc(/C=C/c2ccncc2)c1
    5%, -15%, -25%, 88, -8%, -15%, 1%
48: CCCc1nnc(NC(=O)Cn2c(=O)oc3cc(Br)ccc32)s1
    -6%, -13%, -5%, 27, 5%, 2%, 0%
49: CCC1(C)OC(=O)NN(c2ccc(C)cc2)C1(C)O (stereo not given)
    5%, 3%, -1%, 18, -1%, -1%, 13%
50: O=C(COc1ccc(S(=O)(=O)N2CCCC2)cc1)N1CCCC1
    0%, -6%, 5%, -1, 2%, 2%, -1%

# 5 of these compounds in a different format:
cpd	molecule	Tb PYK inh	AmpC inh no detg	Sm TGR block	HCMV antiviral	AMA1 RON2 block	LmPK inhibitor	AmpC inh detg
45	NC(=O)CSc1nnc(COc2ccccc2)n1N	-1%	-14%	4%	86	7%	-9%	-10%
49	CCC1(C)OC(=O)NN(c2ccc(C)cc2)C1(C)O (stereo not given)	5%	3%	-1%	18	-1%	-1%	13%
43	CN(C)CCCNC(=O)CC1C[C@H](C(=O)N2CCOCC2)[C@@]2(CCC3CCCC3)c3[nH]c4ccccc4c3CCN2C1=O (stereo not given in full)	-1%	125%[activator]	x	-5	0%	x	x
46	Cc1ccc(S(=O)(=O)Nc2ccc(Cl)cn2)cc1	2%	-21%	4%	20	13%	1%	-12%
50	O=C(COc1ccc(S(=O)(=O)N2CCCC2)cc1)N1CCCC1	0%	-6%	5%	-1	2%	2%	-1%
